# West Nile antiviral – West Nile virus antiviral activity, cell-based, CPE readout (AID 1621); West Nile virus-infected cells, CPE inhibition; higher % means a stronger effect; one-dose CPE inhibition, % at 10 µM; IC50 in µM for titrated hits; 290,000 compounds, 0.02% hits; in the data active = a potency from the dose series; inconclusive = CPE inhibition mostly from about 3.7% at the one dose, without a potency; inactive = the rest, 99 in 100 with CPE inhibition below about 2.2%; note: strong numbers were not always called active
# LYP inhibition – inhibitors of LYP phosphatase, biochemical, fluorescence intensity, uHTS (AID 1779); Tyrosine-protein phosphatase non-receptor type 22 (Homo sapiens); recombinant LYP phosphatase, fluorescence intensity; higher % means a stronger effect; inhibition, % at 11.5 µM; hits with a dose series show IC50 in µM; 290,000 compounds, 0.054% hits; in the data active = inhibition above about 50%;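 note: plate controls were vehicle with enzyme for no effect and no enzyme for full effect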
# RSV CPE inhibition – RSV antiviral activity via CPE protection, HEp-2 cells, primary 10 µM value included (AID 2391); HEp-2 cells, RSV-induced CPE inhibition; higher % means a stronger effect; one-dose CPE inhibition, % at 10 µM; IC50 in µM for titrated hits; 310,000 compounds, 0.13% hits; in the data active = a potency from the dose series; inconclusive = CPE inhibition mostly from about 23% at the one dose, without a potency; inactive = the rest, 99 in 100 with CPE inhibition below about 21%; note: strong numbers were not always called active
# CSM14.1 death rescue – rescue of cells from ER stress-induced death, primary screen, 384-well, CSM14.1, thapsigargin, ATP luminescence (AID 1222); CSM14.1 thapsigargin-induced death rescue, ATP luminescence; higher % means a stronger effect; 190,000 tested, under 10 active; one-dose cellular ATP content (survival), % at 20 µM; EC50 in µM for titrated hits;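 active = EC50 below 50 µM in the dose-response confirmation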;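 note: death triggered by thapsigargin at about 15 µM added after 2 h compound pretreatment; cell ATP read after overnight thapsigargin exposure of roughly 18 to 22 hours; normalized against plate controls of thapsigargin alone and 5% DMSO vehicle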
# Dengue-2 NS5 capping – Dengue-2 NS5 methyltransferase inhibitors, primary screen, biochemical, confirmation dose response (AID 588689) | Genome polyprotein (Dengue virus type 2 (strain 16681-PDK53)) | Dengue-2 NS5 methyltransferase capping enzyme assay, biochemical; higher % means a stronger effect | inhibition, % at 25 µM; hits with a dose series show IC50 in µM | 340,000 compounds, 0.3% hits; in the data active = a potency from the dose series; inconclusive = inhibition above about 29% without an active follow-up result
# PhoP inhibition – inhibitors of PhoP regulon expression, primary screen, Salmonella Typhimurium, GFP reporter (AID 1863); 300,000 compounds, 0.16% hits; S. Typhimurium PhoP-regulated promoter GFP reporter, 4 h; higher % means a stronger effect; inhibition, % at 50 µM; hits with a dose series show IC50 in µM;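 active = inhibition over 29.93%, a cutoff 3 SD above the screen mean, later confirmed by dose response; inconclusive = inhibition over 29.93% but no dose response follow-up; inactive = inhibition at most 29.93% or unconfirmed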;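 note: 0% = low Mg2+ inducing control and 100% = high Mg2+ repressing control; strong numbers were not always called active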
# Rac1 GTP hydrolysis – MgcRacGAP GTPase-activating activity inhibitors, confirmation, biochemical, ADP Hunter fluorescence; MgcRacGAP-stimulated Rac1 GTP hydrolysis, ADP Hunter fluorescence; higher % means a stronger effect; GST-tagged Rac1 F28L mutant substrate; 340,000 compounds, 0.6% hits; inhibition, % at 30 µM; hits with a dose series show IC50 in µM; Rac GTPase-activating protein 1 (Homo sapiens);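 active = first-screen hits whose inhibition reached a set limit at any dose in the follow-up dose series; inconclusive = inhibition above the set first-screen limit but never retested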;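 note: fluorescence reports GDP produced by GAP-driven GTP hydrolysis; strong numbers were not always called active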
# SV40 large T antigen – SV40 large T antigen inhibitors, biochemical (AID 1903). SV40 large T antigen ATPase/helicase inhibition assay; higher % means a stronger effect. one-dose inhibition, % at 20 µM; IC50 in µM for titrated hits. 310,000 compounds, 0.39% hits; in the data active = a potency from the dose series; inconclusive = inhibition mostly from about 32% at the one dose, without a potency; inactive = the rest, 99 in 100 with inhibition below about 32%; note: strong numbers were not always called active
# GPR35 arrestin U2OS – GPR35 antagonists blocking zaprinast-driven arrestin recruitment, primary screen, imaging, U2OS, beta-arrestin-GFP, zaprinast agonist (AID 2058) | inhibition, % at 10 µM, or IC50 in µM where a hit was titrated | 290,000 compounds, 0.052% hits | U2OS GPR35 beta-arrestin-GFP translocation imaging, zaprinast antagonism; higher % means a stronger effect | G-protein coupled receptor 35 (Homo sapiens);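 active = inhibition of at least 50% with at least 30 cells and total cytoplasm GFP at most 10,000,000; inconclusive = under 30 cells or total GFP of 10,000,000 plus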
# * hit, by the source's call; ? = inconclusive; nt = not tested or not shown.
SMILES,West Nile antiviral,LYP inhibition,RSV CPE inhibition,CSM14.1 death rescue,Dengue-2 NS5 capping,PhoP inhibition,Rac1 GTP hydrolysis,SV40 large T antigen,GPR35 arrestin U2OS
CN1CCN(C(=S)c2cn(CCOc3ccccc3F)c3ccccc23)CC1,-1.5%,-4.5%,-1.7%,5.1%,-1.5%,-1.3%,9.9%,21.1%,-6.1%
O=C(c1cc([N+](=O)[O-])ccc1N1CCCC1)N1CCCC1,-0.5%,4.1%,5.0%,-0.5%,-8.9%,10.8%,-0.7%,7.6%,0.5%
CCCn1nc2cc(C(=O)NCc3ccccc3OC)ccc2c1OCC,-0.6%,-5.4%,-1.3%,2.8%,-3.2%,3.8%,7.3%,6.9%,-5.8%
Cc1ccc(S(=O)(=O)N(CC(=O)NCC2CCCO2)Cc2ccc(F)cc2)cc1 (stereo not drawn),-0.4%,-13.2%,1.1%,nt,-0.9%,-6.5%,5.0%,1.9%,9.4%
CC(C)(C)c1ccc(C(=O)NC(=S)Nc2sc3c(c2C#N)CCC3)cc1,-0.2%,2.6%,2.6%,-1.8%,-0.7%,-13.5%,18.5%,10.9%,12.1%
CCCNS(=O)(=O)c1ccc(CCC(=O)NCc2ccc3c(c2)OCO3)cc1,-0.4%,-1.4%,0.9%,-0.2%,-4.9%,6.1%,4.4%,7.0%,-3.8%
Cc1c(C(=O)N2CCCCC2)c(S(=O)(=O)NCc2ccc(Cl)cc2)c(C)n1C,-0.1%,-6.7%,-0.1%,nt,-16.7%,-4.3%,5.5%,7.6%,3.9%
CCN(c1ccc(OC)cc1)S(=O)(=O)N1CCCC(C(=O)NCc2ccccc2Br)C1 (stereo not drawn),-0.2%,-6.0%,17.6%,nt,-2.7%,-7.0%,7.8%,2.2%,-9.6%
Cc1cc(C)nc(SCc2nnc(SCC(=O)OC3CCCCC3)o2)n1,-0.2%,-0.1%,2.4%,6.7%,10.5%,-2.8%,2.3%,7.2%,-4.6%
O=S1(=O)N(Cc2ccccc2F)CCCN1Cc1c(F)cccc1Cl,-0.1%,-5.8%,5.6%,nt,-6.5%,4.9%,8.8%,18.9%,-13.6%
S=C(NCCN1CCOCC1)Nc1cccc(Cl)c1,0.1%,-1.0%,0.2%,0.8%,1.9%,14.0%,-13.7%,1.7%,4.7%
COc1cccc(-c2c(C(=O)N/N=C/c3ccc(C)o3)nnn2-c2nonc2N)c1,-0.3%,0.6%,1.2%,nt,7.1%,-3.5%,19.4%,12.7%,18.9%
CN(C)C(CNC(=O)CNC(=O)Cc1cccc2ccccc12)c1ccccc1 (stereo not drawn),0.2%,3.9%,1.4%,nt,0.0%,-0.5%,4.8%,8.8%,5.3%
O=Nc1c(O)[nH]c2c(F)cccc12,-0.3%,-3.4%,13.7%,-1.0%,-4.8%,-23.8%,7.6%,-0.5%,0.6%
O=C(c1c(Cl)nc2sccn12)N1CCCc2ccccc21,-0.4%,0.6%,1.0%,-1.5%,-1.4%,3.9%,5.5%,5.9%,3.9%
COc1cc(S(=O)(=O)N2CCCCCC2)ccc1Cl,0.4%,-4.7%,1.9%,2.9%,-4.9%,10.7%,-2.5%,7.8%,-7.1%
CS(=O)(=O)N(CC(=O)Nc1ccc(S(=O)(=O)N2CCOCC2)cc1)c1cccc(F)c1,-0.2%,-3.2%,6.1%,-0.5%,-12.7%,-2.7%,-0.9%,10.0%,-2.6%
CN(C)CCCOC(=O)c1ccc(Br)cc1,0.2%,-5.2%,-0.1%,0.8%,-5.6%,-1.2%,4.9%,4.7%,1.7%
CCOc1ccc(CCNC(=O)COC(=O)Cn2cnc3ccccc3c2=O)cc1OCC,0.3%,-4.1%,-1.2%,nt,-7.0%,-5.0%,3.3%,13.5%,1.5%
COc1cccc(-n2cnc3cccc(N)c32)c1,-0.1%,3.4%,13.2%,0.2%,-4.2%,-7.6%,1.9%,2.8%,3.1%
O=C1COc2ccc(C(=O)NC3CC3)cc2N1,0.3%,-8.2%,2.8%,-0.5%,3.0%,0.5%,-2.4%,-11.8%,-18.9%
CCN(CC)S(=O)(=O)c1ccc(N2CCOCC2)c(NC(=O)c2cc(=O)[nH]c3ccccc23)c1,?,1.8%,-0.9%,-1.2%,-2.3%,-6.7%,4.5%,4.9%,-5.3%
CC(=O)Nc1ccccc1NC(=O)C/C(C)=N/NC(=O)C1CCCCC1,0.4%,-10.3%,0.5%,nt,-10.7%,3.4%,4.8%,5.8%,-2.7%
CS(=O)(=O)c1ccc(C(=O)Nc2ccccc2Cl)cc1,0.0%,-10.9%,1.7%,nt,3.9%,-8.8%,6.4%,5.3%,9.4%
Cc1nnsc1C(=O)NC(C)c1ccccc1 (stereo not drawn),0.5%,-3.4%,0.1%,0.2%,-1.5%,-1.3%,7.4%,15.4%,-16.2%
CCOC(=O)c1cc(CC)sc1NC(=O)COC(=O)C1CCC1,0.2%,-4.4%,3.2%,nt,0.0%,-4.3%,10.5%,11.4%,2.0%
Cc1ccc(CN2CCC(CNC(=O)c3ccc(NC(=O)C4=CSCCO4)cc3)CC2)cc1,1.1%,-4.8%,9.7%,nt,-4.7%,3.1%,6.9%,9.6%,-13.9%
CCc1ccc2nc(Nc3nc(COC)cc(=O)[nH]3)nc(C)c2c1,-0.1%,-3.1%,0.1%,0.1%,0.0%,9.8%,-1.3%,17.8%,13.4%
CC(=O)c1cccc(NC(=O)c2ccc(NC(=O)CCS(=O)(=O)c3cccs3)cc2)c1,-0.6%,-3.1%,-0.1%,nt,-3.7%,-0.6%,9.7%,11.6%,-0.8%
Cc1cc(=O)nc2c3ccccc3n(CC(=O)NCCC3=CCCCC3)n12,-0.5%,-3.8%,3.7%,nt,2.3%,-12.3%,10.6%,2.7%,-19.6%
O=C(NCc1nc2ccccc2[nH]1)C1=C[C@@H](c2ccc(Br)cc2)C[C@@H](OCc2ccc(CO)cc2)O1,-0.5%,2.1%,4.5%,-1.1%,-7.4%,-3.8%,3.1%,-0.8%,2.1%
O=C(O)CC(Cc1ccc(Cl)cc1)C(=O)NCc1ccccc1 (stereo not drawn),0.1%,0.3%,1.7%,-2.2%,2.2%,12.2%,7.0%,16.4%,5.7%
CC1(C)CC2(CC(c3ccc(F)cc3)c3ccc(O)cc3O2)NC(=S)N1 (stereo not drawn),-0.3%,-10.2%,0.8%,nt,-10.2%,-0.8%,14.1%,22.6%,-7.4%
CCN(CC)CC#CCOC(c1ccccc1)c1ccccc1,-1.1%,-8.2%,-2.7%,-3.8%,-0.8%,3.4%,5.3%,23.5%,-2.1%
COc1ccc(C(=O)Nc2ccc(S(=O)(=O)N3CCOCC3)cc2)cc1[N+](=O)[O-],-0.7%,-7.9%,1.1%,nt,-0.8%,5.5%,7.5%,3.4%,-12.8%
COc1ccc(OC)c(NC(=O)c2cnn(-c3ccccc3Cl)c2NC(=O)c2ccco2)c1,-0.5%,-1.0%,2.3%,-0.2%,2.4%,1.5%,10.2%,1.8%,-3.3%
O=C1CC(N(Cc2ccc3c(c2)OCO3)C(=O)Nc2ccc(F)cc2)C(=O)N1c1ccccc1 (stereo not drawn),1.6%,-2.7%,-3.0%,-1.5%,-7.5%,-1.1%,11.2%,-0.4%,3.4%
O=C1c2ccccc2C(O)N1c1ccc(Cl)cc1 (stereo not drawn),-0.5%,-4.2%,4.3%,3.3%,-2.1%,-4.2%,12.2%,5.8%,1.7%
COc1cc(/C=C/C(=O)OCC(=O)NC(=O)NC(C)(C)C)cc(OC)c1OC,-0.3%,-5.0%,-1.2%,-0.8%,-10.7%,-9.5%,8.1%,1.4%,-1.6%
CCCCN(C(=O)c1ccc(S(=O)(=O)N(C)C)cc1)c1nc2ccccc2s1,-0.1%,-2.1%,-0.8%,0.8%,1.9%,-30.0%,8.7%,-2.0%,9.9%

# A draw from above in order of length of the SMILES, descending:
SMILES,West Nile antiviral,LYP inhibition,RSV CPE inhibition,CSM14.1 death rescue,Dengue-2 NS5 capping,PhoP inhibition,Rac1 GTP hydrolysis,SV40 large T antigen,GPR35 arrestin U2OS
Cc1ccc(CN2CCC(CNC(=O)c3ccc(NC(=O)C4=CSCCO4)cc3)CC2)cc1,1.1%,-4.8%,9.7%,nt,-4.7%,3.1%,6.9%,9.6%,-13.9%
CC(=O)Nc1ccccc1NC(=O)C/C(C)=N/NC(=O)C1CCCCC1,0.4%,-10.3%,0.5%,nt,-10.7%,3.4%,4.8%,5.8%,-2.7%
CCN(CC)CC#CCOC(c1ccccc1)c1ccccc1,-1.1%,-8.2%,-2.7%,-3.8%,-0.8%,3.4%,5.3%,23.5%,-2.1%

# Going on with the list.
SMILES,West Nile antiviral,LYP inhibition,RSV CPE inhibition,CSM14.1 death rescue,Dengue-2 NS5 capping,PhoP inhibition,Rac1 GTP hydrolysis,SV40 large T antigen,GPR35 arrestin U2OS
CC(C)c1ccc(-n2nc3ccc(N)cc3n2)cc1,-1.0%,-9.4%,19.7%,-4.3%,0.7%,-9.2%,5.5%,3.5%,7.9%
CSc1ccc(-c2cc(=O)c3ccccc3o2)cc1,1.0%,-12.5%,48.3%,-2.1%,-4.1%,-8.3%,14.5%,3.9%,1.1%
Cc1[nH]c(C(=O)O)c(C#N)c1C(=O)c1ccccc1,-0.2%,-7.6%,0.3%,nt,-0.7%,2.1%,6.5%,19.3%,15.1%
COc1cccc(N2CCN(C(=O)c3[nH]c(C)c(C(C)=O)c3C)CC2)c1,0.1%,-4.7%,-0.2%,-1.8%,6.4%,6.5%,10.6%,3.1%,5.8%
Cc1cc(Cl)n2ncc(-c3ccccc3)c2n1,0.3%,0.8%,18.0%,nt,-3.1%,-6.5%,-11.9%,8.4%,37.9%
COc1ccc(-c2nnc(SCC#N)o2)cc1,-0.5%,-0.3%,0.5%,-3.0%,-5.5%,3.9%,8.2%,6.0%,8.5%
Cc1cc(OC(=O)c2ccccc2C(F)(F)F)c([N+](=O)[O-])c(=O)[nH]1,0.6%,-13.1%,1.4%,nt,-2.8%,nt,7.8%,nt,-8.9%

# 2 compounds drawn at random from those above, as already listed:
SMILES,West Nile antiviral,LYP inhibition,RSV CPE inhibition,CSM14.1 death rescue,Dengue-2 NS5 capping,PhoP inhibition,Rac1 GTP hydrolysis,SV40 large T antigen,GPR35 arrestin U2OS
CSc1ccc(-c2cc(=O)c3ccccc3o2)cc1,1.0%,-12.5%,48.3%,-2.1%,-4.1%,-8.3%,14.5%,3.9%,1.1%
Cc1cc(C)nc(SCc2nnc(SCC(=O)OC3CCCCC3)o2)n1,-0.2%,-0.1%,2.4%,6.7%,10.5%,-2.8%,2.3%,7.2%,-4.6%

# Assay outcomes as filed in PubChem BioAssay.

# The order is random. Share with any hit: about 1.5%.
